# USP2a inh: qHTS Assay for Inhibitors of Ubiquitin-specific Protease USP2a Using CHOP2 as the Reporter; Potency, µM (highest dose often 38.3 µM), inactives show at the highest dose activity change, negative = inhibition, most hits filed as inhibitors; 330,000 compounds, 0.01% hits; USP2 core, Ub-CHOP2 coupled fluorogenic reporter, 485/531;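 also: potency is read from the fitted curve at half-maximal effect; plate controls were DMSO wells for no effect and full inhibition by NEM control for full effect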
#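 Cell-free coupled assay: 10nM USP2 core preincubated 30min RT with compound in Tris-HCl pH 8.0/CaCl2/CHAPS buffer, then 25nM Ub-CHOP2 and 25nM reporter substrate; fluorescence (Ex 485/Em 531) read after 60min RT, normalized to NEM inhibition, concentration-response curves fitted.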
# Integrin act MD: qHTS for Activators of Integrin-Mediated Alleviation for Muscular Dystrophy | alpha7betagal myoblasts, beta-gal FDG fluorescence, 48 h | Potency, µM (titrated, usually from 38.3 µM), inactives show at the top dose activation, most hits filed as activators | 350,000 compounds, 0.064% hits | AID 624291, 2012;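 also: potency is read from the fitted curve at half-maximal effect; 100% = response of the positive control SU9516; nearly all actives have a fitted effect of over 60% in size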
#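 Alpha7betagal+/- myoblasts (passage 13) were plated 16-24 hr, then exposed to compounds (1:260 dilution of DMSO stock) for 48 hours at 37C. After MPER lysis, β-galactosidase reporter activity was read as FDG fluorescence (ex 480/em 540) after 30 minutes.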
# p53 reactivator: qHTS assay for re-activators of p53 using a Luc reporter | H1299 p53-A138V BP100-luciferase reporter, luminescence, 24 h | Potency, µM (doses to about 92.2 µM), without a hit: top-dose activity change, positive = activation, hits mostly activators | 320,000 compounds, 0.063% hits; also: potency is read from the fitted curve at half-maximal effect; % of control where 0% means no effect; nearly all actives have a fitted effect of over 45% in size
#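 p53-null H1299 cells stably carrying temperature-sensitive p53-A138V and a BP100-luciferase reporter were pinned with compounds (4-point, 1:5 series) and held 24 hrs at 37 deg C. Luminescence was read 10 min after detection reagent.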
# BRCA1 expr act: qHTS Assay to Identify Small Molecule Activators of BRCA1 Expression | MCF7-BRCA1-FFLuc reporter, luminescence, 48 h; response scale: scaled: vehicle 0%, 10 µM genistein 100% | Potency, µM (doses to about 46.1 µM), inactives show at the top dose activation, usual class: activators | 380,000 compounds, 1.1% hits | AID 624202, 2012; also: potency is read from the fitted curve at half-maximal effect; nearly all actives have a fitted effect of over 80% in size; some results filed as inactive show a strong effect at the top dose
#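 48 h compound treatment of MCF7-BRCA1-FFLuc cells (phenol-red free MEM, 37 °C), then 15 min with luciferase substrate and luminescence imaging.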
# B2AR arrestin: qHTS assay of beta-arrestin-biased ligands of beta2-adrenergic receptor. beta-arrestin recruitment to beta2AR, cell-based reporter. Potency, µM (doses to about 46.1 µM), for inactives: top-dose activation, usual class: activators. 330,000 compounds, 0.02% hits;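 also: potency is read from the fitted curve at half-maximal effect; 0% = DMSO controls and full agonism = EC100 isoproterenol or metaproterenol; nearly all actives have a fitted effect of over 65% in size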
# ELG1 genotox: qHTS screen for small molecules that induce genotoxicity in human embryonic kidney (HEK293T) cells expressing luciferase-tagged ELG1; AID 504466, 2011; 330,000 compounds, 1.3% hits; HEK293T ELG1-luciferase reporter, luminescence, 16 h; Potency, µM (highest dose often 46 µM), for the others: top-dose activity change, positive = activation, usual class: activators; also: potency is read from the fitted curve at half-maximal effect; % of control where 0% means no effect; nearly all actives have a fitted effect of over 60% in size
#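 HEK293T cells expressing luciferase-tagged ELG1 were exposed to compound or DMSO vehicle for 16 hr at 37 °C and 5% CO2. Luciferase activity was then measured with ONE-Glo after 30 min at room temperature.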
# TRPV1 ag: HTS Assay for Compounds that Act as Agonists of the Vanilloid Receptor 1 | TRPV1-expressing cells, Fluo-8 calcium influx, agonist mode | Transient receptor potential cation channel subfamily V member 1 (Homo sapiens), Q8NER1 | activation, % at 8.33 µM | AID 540275, 2011 | 320,000 compounds, 0.19% hits; in the data active = activation above about 80%; inconclusive = between about 30% and that limit; also: 0% is about no effect
#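 Fluo-8 calcium influx in TRPV1-expressing cells, kinetic read (ex 480/em 520 nm). Compound added and read 3 min for agonist activity, followed by capsaicin at EC20 final and 2 min further read for enhancement.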
# uPA surface inh: qHTS for Inhibitors of Cell Surface uPA Generation; cell surface uPA generation assay, qHTS; Potency, µM (highest dose often 38.3 µM), for inactives: at the highest dose activity change, negative = inhibition, hits mostly inhibitors; 330,000 compounds, 0.31% hits; AID 540303, 2011; active = well fitted inhibition curve with a large enough effect; inconclusive = small, poorly fitted or top-dose-only effect; inactive = no such curve, though single readings can be large or run the other way; tested in mouse RAW 264.7 cells; also: potency is read from the fitted curve at half-maximal effect; % is scaled to controls: 0 for no effect and ±100 for the full control effect; nearly all actives have a fitted effect of over 55% in size
# PTAP TSG101 blk: qHTS Assay for Iinhibitors of HIV-1 Budding by Blocking the Interaction of PTAP/TSG101 | Tumor susceptibility gene 101 protein (Homo sapiens), Q99816 | Fluorescence polarization, FITC-PTAP peptide / Tsg101 binding | Potency, µM (series often up to 115 µM), inactives show top-dose activity change, negative = inhibition, hits mostly inhibitors | 340,000 tested, under 10 active; active = well fitted inhibition curve with a large enough effect in the main read-out, with a control signal flat, not every such curve was filed as active; inconclusive = small, poorly fitted or top-dose-only effect, or effect the other way, or a change in a side signal; inactive = no such curve, though single readings can be large or run the other way; also: potency is read from the fitted curve at half-maximal effect; % of control where 0% means no effect
# Target sequence (Q99816 whole entry, looked up): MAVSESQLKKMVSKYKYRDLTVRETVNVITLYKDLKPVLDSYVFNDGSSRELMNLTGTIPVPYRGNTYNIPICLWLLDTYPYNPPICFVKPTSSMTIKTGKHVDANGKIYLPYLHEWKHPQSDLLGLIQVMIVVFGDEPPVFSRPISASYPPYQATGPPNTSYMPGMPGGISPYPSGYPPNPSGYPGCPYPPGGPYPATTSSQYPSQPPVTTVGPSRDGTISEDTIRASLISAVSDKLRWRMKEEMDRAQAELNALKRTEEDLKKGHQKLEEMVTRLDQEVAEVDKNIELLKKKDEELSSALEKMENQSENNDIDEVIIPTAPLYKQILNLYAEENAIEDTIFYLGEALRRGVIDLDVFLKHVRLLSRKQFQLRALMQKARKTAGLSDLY
#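 Fluorescence anisotropy tracks displacement of a FITC-tagged PTAP peptide (50 nM) from the Tsg101 binding domain (10 uM), following a 20 min room-temperature incubation at pH 7.5.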
# Eya2 phos inh: qHTS Assay for Inhibitors of the Phosphatase Activity of Eya2; Protein phosphatase EYA2 (Homo sapiens), O00167; recombinant Eya2, OMFP fluorescence dephosphorylation (OMFP is methylfluorescein phosphate); Potency, µM (doses to about 76.9 µM), for inactives: at the top dose activity, negative = inhibition, actives largely listed as inhibitors; 330,000 compounds, 0.006% hits; also: potency is read from the fitted curve at half-maximal effect; % is scaled to controls: 0 for no effect and ±100 for the full control effect
#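 Eya2 protein (added as 0.2 uM solution) was preincubated with compound for 10 min at ambient temperature in 50 mM HEPES pH 7.5, 50 mM NaCl, 5 uM MgCl2, 0.05% BSA, 1 mM DTT. OMFP (added at 50 uM) then reacted 10 min; fluorescence read at 485/525 nm.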
# S-ASM inh: Inhibitors of Secretory Acid Sphingomyelinase (S-ASM): qHTS. Potency, µM (titrated, usually from 57.5 µM), without a hit: top-dose activity change, negative = inhibition, hits mostly inhibitors. 340,000 compounds, 0.006% hits. Sphingomyelin phosphodiesterase (Homo sapiens), P17405. placental ASM, HMU-PC fluorogenic substrate, 60 min; also: potency is read from the fitted curve at half-maximal effect
# Target sequence (P17405 47-631 limits assumed): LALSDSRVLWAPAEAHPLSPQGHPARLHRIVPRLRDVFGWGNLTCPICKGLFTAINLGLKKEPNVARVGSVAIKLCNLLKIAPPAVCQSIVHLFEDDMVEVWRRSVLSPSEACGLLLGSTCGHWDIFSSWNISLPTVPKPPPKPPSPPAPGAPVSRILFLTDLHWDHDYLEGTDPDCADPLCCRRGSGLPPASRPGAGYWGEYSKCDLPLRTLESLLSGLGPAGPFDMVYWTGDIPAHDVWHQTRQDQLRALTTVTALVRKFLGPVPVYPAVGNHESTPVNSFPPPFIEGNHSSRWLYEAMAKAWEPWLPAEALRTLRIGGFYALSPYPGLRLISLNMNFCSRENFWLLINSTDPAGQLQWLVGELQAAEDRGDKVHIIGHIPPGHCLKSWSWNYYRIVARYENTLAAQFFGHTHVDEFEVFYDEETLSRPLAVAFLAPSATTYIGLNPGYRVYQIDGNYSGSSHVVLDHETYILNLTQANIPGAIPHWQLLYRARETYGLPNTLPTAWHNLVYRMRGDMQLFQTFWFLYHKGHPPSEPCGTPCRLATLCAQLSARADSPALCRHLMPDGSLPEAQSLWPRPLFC
#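 HMU-PC0 cleavage (9 uM final) by human placental ASM, 60 min at 37 °C following 10 min compound exposure at RT; stopped at pH 10, fluorescence Ex 386/Em 447 nm.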
# The depositor's hits bear a star; ? = inconclusive; / = no result given; & = joins results of further samples; [ ] = remark or other dose. Unless noted, calls follow the shape of the dose curve; as a rule, active = well fitted curve in the direction sought with a large enough effect; inconclusive = small, poorly fitted or top-dose-only effect, or another doubt; inactive = no such curve, though single readings can be large; an effect the other way counts as inactive or inconclusive. Outcome played no part in choosing rows; any-hit rate near 2.6%.
SMILES,USP2a inh,Integrin act MD,p53 reactivator,BRCA1 expr act,B2AR arrestin,ELG1 genotox,TRPV1 ag,uPA surface inh,PTAP TSG101 blk,Eya2 phos inh,S-ASM inh
OCCN1C2=NCCCN2c2ccccc21,3%,-8%,/,1%,0.1%,-8%,-3,4%,-2%,-7%,2%
CC(NC(=O)c1ccc(N(C)C)c([N+](=O)[O-])c1)c1ccc(-n2ccnc2)cc1 (stereo not given),1%,-4%,-3%,-14%,0.1%,-14%,9,3%,/,-1%,-3%
CCCn1c(SCC(=O)c2cc(OC)ccc2OC)nnc1-c1ccco1,1%,-6%,-13%,-4%,-0.2%,4%,3,10%,-6%,4%,-1%
Cc1ccc(C(=O)NCCOC23CC4CC(CC(C4)C2)C3)cc1,0%,2%,?,57%,0.2%,2%,?,-3%,-5%,-22%,2%
CCN(CC)c1ccc(CN(C(=O)c2ccco2)C2CCS(=O)(=O)C2)cc1 (stereo not given),0%,-5%[7.66 µM],-4%,2%,-0.3%,1%,1,/,-5%,-2%,2%
O=C(O)CCCNC(=O)CCCn1nnc2ccccc2c1=O,1%,17%,2%,17%,-0.4%,0%,0,0%,-1%,4%,0%
CCOC(=O)C1=C(C)NC(=O)NC1c1ccccc1 (stereo not given),3%,-22%,3%,-4%,-0.7%,2%,-3,2%,0%,8%,6%
CCSc1nc2sc3c(c2c(=O)n1CC)CCC3,2%,-20%,/,1%,0.4%,2%,10,7%,0%,-9%,-8%
Cc1ccc(S(=O)(=O)N2CCOCC2)cc1C(=O)NC(C)CCc1ccccc1 (stereo not given),4%,6%,3%,-18%,0.1%,-1%,/,-5%,-2%,-9%,-1%
C=CCNc1nc(NCc2ccccc2)nc(OCC)n1,-1%,7%,-6%,-1%,-0.5%,0%,8,13%,-4%,-1%,-4%
COc1ccc(C(=O)NC(=S)Nc2cccc3nc(C)ccc23)cc1OC,-1%,14%,-2%,-33%,-0.8%,-4%,1,14%,-3%,?,1%
Cc1c(OC(C)C(=O)N2C[C@H]3C[C@@H](C2)c2cccc(=O)n2C3)ccc2c3c(c(=O)oc12)CCC3 (stereo not given in full),-1%,24%,9%,-7%,-0.2%,?,-2,2%,-10%,7%,100%[activator]
CCOc1cc(N2CCOCC2)c(OCC)cc1NC(=O)c1ccco1,-1%,?,-2%,-10%,0.1%,-5%,8,/,1%,-14%,-1%
CC(C)Nc1nc(-c2ccncc2)nc(-c2ccccc2)c1C#N,2%,?,2%,-13%,0.5%,-2%,11,14%,-2%,6%,24%
Cc1cccc(NC(=O)c2cc(=O)n(Cc3ccccc3)c(=O)[nH]2)c1,3%,19%,1%,-4%,-0.2%,-4%,9,0%,-1%,5%,3%

# A stretch taken from the entries so far:
SMILES,USP2a inh,Integrin act MD,p53 reactivator,BRCA1 expr act,B2AR arrestin,ELG1 genotox,TRPV1 ag,uPA surface inh,PTAP TSG101 blk,Eya2 phos inh,S-ASM inh
CC(NC(=O)c1ccc(N(C)C)c([N+](=O)[O-])c1)c1ccc(-n2ccnc2)cc1 (stereo not given),1%,-4%,-3%,-14%,0.1%,-14%,9,3%,/,-1%,-3%
CCCn1c(SCC(=O)c2cc(OC)ccc2OC)nnc1-c1ccco1,1%,-6%,-13%,-4%,-0.2%,4%,3,10%,-6%,4%,-1%
Cc1ccc(C(=O)NCCOC23CC4CC(CC(C4)C2)C3)cc1,0%,2%,?,57%,0.2%,2%,?,-3%,-5%,-22%,2%
CCN(CC)c1ccc(CN(C(=O)c2ccco2)C2CCS(=O)(=O)C2)cc1 (stereo not given),0%,-5%[7.66 µM],-4%,2%,-0.3%,1%,1,/,-5%,-2%,2%
O=C(O)CCCNC(=O)CCCn1nnc2ccccc2c1=O,1%,17%,2%,17%,-0.4%,0%,0,0%,-1%,4%,0%
CCOC(=O)C1=C(C)NC(=O)NC1c1ccccc1 (stereo not given),3%,-22%,3%,-4%,-0.7%,2%,-3,2%,0%,8%,6%
CCSc1nc2sc3c(c2c(=O)n1CC)CCC3,2%,-20%,/,1%,0.4%,2%,10,7%,0%,-9%,-8%

# Continued:
SMILES,USP2a inh,Integrin act MD,p53 reactivator,BRCA1 expr act,B2AR arrestin,ELG1 genotox,TRPV1 ag,uPA surface inh,PTAP TSG101 blk,Eya2 phos inh,S-ASM inh
CCCCCn1nc(C(=O)OCc2nc(N)nc(Nc3ccccc3)n2)c2ccccc2c1=O,-5%,-11%,-8%,-23%,-0.1%,1%,/,1%,-4%,-3%,-7%
Cc1ccc2c(cnn2C(=O)CCC(=O)NCc2cccc(Cl)c2)c1,1%,19%,/,4%,0.4%,4%,2,-1%,-5%,-24%,1%
Cc1ccc(C(=S)N2CCCCCC2)cc1,5%,10%,?,-1%,0.1%,1%,-3,2%,-1%,-8%,5%
O=C(NCCC(=O)N1CCN(C(=O)c2ccco2)CC1)c1ccccc1Cl,3%,17%,3%,0%,-0.1%,1%,/,3%,-1%,-13%,3%
O=C(CSc1nnnn1-c1ccccc1)NCC1(N2CCCCC2)CCCCC1,2%,-6%,-2%,1%,-0.2%,0%,1,-3%,-2%,11%,4%
c1cncc(-c2ccc3ncnc(NCc4ccc5c(c4)OCO5)c3c2)c1,-1%&-1%,/,8%,0%,-0.1%&0.2%,-4%,/,-3%,-13%,6%&-3%,5%
Cc1cccc(Nc2c(F)c(F)c(F)c(F)c2C(=O)O)c1,-1%,-20%,0%,8%,0.1%,-2%,-6,2%,-2%,-7%,8%
Nc1ccn(CC(=O)NCc2ccccc2)c(=O)n1,-4%,7%,?,6%,-0.4%,5%,-6,-13%,/,-14%,-4%
O=C(NC12CC3CC(CC(C3)C1)C2)N1CCC(O)CC1,-2%,5%,?,-4%,-0.2%,7%,28,-2%,-5%,13%,6%
O=C(c1ccccc1)c1cc([N+](=O)[O-])ccc1N1CCCC1,0%,-30%[inhibitor],-8%,-39%,0.4%,12%,7,-11%,-2%,-8%,-11%
S=c1[nH]nc(-c2ccccc2Cl)n1CC1CCCO1 (stereo not given),0%,-3%,-1%,-4%,-0.1%,3%,5,7%,-10%,10%,1%
C=CCC(C(=O)OC)(C(=O)OC)c1ccc([N+](=O)[O-])cc1[N+](=O)[O-],1%,11%,14%,-5%,-0.3%,-2%,0,0%,-3%,-8%,-2%
COc1cc(O)c(C(CC(=O)N2CCN(c3ccccc3)CC2)c2ccc(N(C)C)cc2)c(OC)c1 (stereo not given),5%,33%,-1%,-8%,12%,-1%,-2,17%,/,3%,3%
COc1ccc(N2C(=O)c3ccccc3NC2c2ccccc2O)cc1 (stereo not given),2%,26%,?,104%,-1.2%,?,?,?,-7%,4%,8%
Clc1cncc(Cl)c1N/N=C/c1ccncc1,3%,3%,8%,-7%,-0.4%,-9%,4,-8%,-3%,-7%,2%
Nc1c(Cl)ncnc1N1CCOCC1,0%,13%,-2%,5%,-0.1%,0%,/,7%,-11%,9%,2%
CC1=C[C@@H](C)[C@@H](c2ccc(C(F)(F)F)cc2)OC1=O,-9%,12%,7%,1%,0.1%,0%,2,-8%,1%,-1%,2%
CCCOC(=O)C(C)n1cnc2sc(C)c(C)c2c1=O (stereo not given),3%,6%,0%,-20%,0.1%,6%,3,5%,-7%,2%,-4%
CCOC(=O)N1CCC(NC(=O)C2CCCN(Cc3nc(-c4ccc(CC)cc4)oc3C)C2)CC1 (stereo not given),-3%,-75%[inhibitor],-11%,-37%,0.3%,-7%,-5,-9%,-7%,5%,3%
Clc1cccc(CN2CCC3CC2c2cc(N4CCCCC4)ccc23)c1 (stereo not given),/,4%,/,11%,/,/,/,5%,4%,/,2%
COC(=O)C(N)CCCCN (stereo not given),/,14%,/,0%,/,/,/,1%,-1%,/,2%
